# bIAP activator = bovine intestinal alkaline phosphatase activators, primary screen, biochemical, bovine IAP, CDP-star luminescence. alkaline phosphatase, intestinal [Bos taurus]. purified bovine IAP, 30 min; stronger effect = higher value; fold of DMSO-control signal, blank-subtracted. activation factor at 20 µM. 0.17% of 200,000 active;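 active means activation factor of 2 or more at 20 µM, a signal rise over negative controls twice the positive control's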
# PMI act hi M6P = human PMI activators, high substrate, primary screen, biochemical, fluorescence intensity, near-saturating mannose 6-phosphate | coupled PMI enzyme assay, resazurin fluorescence, 20 min; stronger effect = higher value; 1 = untreated enzyme, 0 = substrate-free blank | activation factor at 20 µM | 0.34% of 190,000 active | AID 1216, 2008;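 active means activation factor of 2 or more at 20 µM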
# Target sequence (P34949 whole entry, looked up): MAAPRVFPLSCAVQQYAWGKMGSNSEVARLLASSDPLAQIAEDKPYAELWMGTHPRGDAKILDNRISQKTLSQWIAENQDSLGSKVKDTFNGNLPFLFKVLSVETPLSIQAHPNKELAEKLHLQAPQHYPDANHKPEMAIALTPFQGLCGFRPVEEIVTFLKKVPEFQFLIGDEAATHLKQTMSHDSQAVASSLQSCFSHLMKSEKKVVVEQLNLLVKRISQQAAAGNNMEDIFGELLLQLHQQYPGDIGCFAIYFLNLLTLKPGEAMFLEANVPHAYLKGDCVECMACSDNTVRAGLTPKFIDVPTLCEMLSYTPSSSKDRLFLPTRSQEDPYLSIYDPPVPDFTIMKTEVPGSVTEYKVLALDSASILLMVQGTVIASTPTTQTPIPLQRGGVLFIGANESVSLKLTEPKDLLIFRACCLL
#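 Material: human phosphomannose isomerase with PGI, G6PDH, diaphorase coupling enzymes / Reagent: Man-6-P substrate 1.0 mM / Dosing: single compound dose of 20 µM, 1% DMSO final / Incubation: enzyme reaction with compound 20 min at room temperature / Signal: resorufin fluorescence (Ex 544/Em 590 nm) from resazurin via diaphorase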
# PMI act = activators of human PMI, primary screen, biochemical, fluorescence intensity, near-Km mannose 6-phosphate; 0.005% of 190,000 active; AID 1214, 2008; purified human PMI, coupled resazurin fluorescence, 20 min; stronger effect = higher value; 1 = vehicle control, 0 substrate-free wells; Mannose-6-phosphate isomerase (Homo sapiens), P34949; activation factor at 20 µM;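 active means activation factor of 2 or more at 20 µM, relative to plate controls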
# TNAP inh no acc = human TNAP enzyme inhibitors, primary screen, biochemical, luminescent, no phosphate acceptor, uHTS | inhibition, % at 20 µM | purified TNAP, CDP-star luminescence, 30 min | AID 1012, 2008 | 0.26% of 200,000 active;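 active means tissue-nonspecific alkaline phosphatase inhibition above about 50% at 20 µM in the single-dose screen, limit read from the data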;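 further: 0% = DMSO negative control and 100% = EDTA positive control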
# Target sequence (P05186 whole entry, looked up): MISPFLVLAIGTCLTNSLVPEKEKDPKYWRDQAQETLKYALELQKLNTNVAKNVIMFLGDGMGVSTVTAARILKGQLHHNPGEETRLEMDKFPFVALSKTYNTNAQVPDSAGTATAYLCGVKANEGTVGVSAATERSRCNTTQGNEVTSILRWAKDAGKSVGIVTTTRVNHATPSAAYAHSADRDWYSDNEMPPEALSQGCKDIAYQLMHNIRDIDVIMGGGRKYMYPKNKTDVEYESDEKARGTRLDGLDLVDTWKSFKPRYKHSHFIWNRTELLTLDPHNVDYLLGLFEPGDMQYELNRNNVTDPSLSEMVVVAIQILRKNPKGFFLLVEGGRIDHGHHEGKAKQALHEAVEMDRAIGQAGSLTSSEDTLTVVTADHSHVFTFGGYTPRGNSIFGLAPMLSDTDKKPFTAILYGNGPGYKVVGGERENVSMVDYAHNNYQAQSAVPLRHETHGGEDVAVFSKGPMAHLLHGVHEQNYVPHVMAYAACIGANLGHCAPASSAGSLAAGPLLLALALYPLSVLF
# TNAP inh hiacc = human TNAP enzyme inhibitors, primary screen, biochemical, luminescent, high phosphate acceptor level, uHTS; inhibition, % at 20 µM; Alkaline phosphatase, tissue-nonspecific isozyme (Homo sapiens), P05186; purified TNAP, CDP-star luminescence, 1 M DEA; 0.03% of 200,000 active;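 active means over 50% inhibition of tissue-nonspecific alkaline phosphatase at 20 µM in the single-dose screen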;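 further: plate controls were DMSO wells for no effect and EDTA-quenched wells as full inhibition for full effect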
# TNAP act hi DEA = TNAP activators at high phosphate acceptor level, primary screen, biochemical, luminescence, uHTS; purified TNAP, CDP-star luminescence, 1 M DEA, 30 min; stronger effect = higher value; 0 = EDTA background, 1 = DMSO-only activity; 200,000 tested, under 10 active; AID 1136, 2008; activation factor at 20 µM; Alkaline phosphatase, tissue-nonspecific isozyme (Homo sapiens), P05186;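 active means activation factor at least 2 at 20 µM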
#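 Control set: EDTA negative control, DMSO positive control / Assay system: human TNAP / Quantity: TNAP 1/800 final / Evaluation: TNAP activation factor scaled between EDTA and DMSO control wells / Measured by: luminescent substrate turnover signal / Compound dosing: one dose, 20 µM / Times: 30 min enzyme reaction at room temperature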
# Diaph inh CS = diaphorase inhibitors and chemical oxidizers, primary screen, counter-screen for diaphorase-coupled primary assays, biochemical, uHTS, resorufin fluorescence; 0.69% of 190,000 active; inhibition, % at 20 µM; diaphorase resazurin-to-resorufin fluorescence, NADH, 16 min; bacterial (C. kluyveri) enzyme, not human;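 active means primary screen inhibition at 20 µM above a set limit, cut at about 50% in these data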;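 further: plate controls were DMSO with full reaction for no effect and wells lacking NADH for full effect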
#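 material = Clostridium kluyveri diaphorase enzyme | amount = 0.14 U/mL diaphorase, enzyme working solution | schedule = incubation 16 min, room temperature | detection = fluorescence of resorufin formed from resazurin, Ex 544/Em 590 nm | benchmarks = positive control minus NADH, DMSO neutral control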
# bIAP inhibitor = bovine intestinal alkaline phosphatase inhibitors, primary screen, selectivity assay for TNAP inhibitor project, biochemical, bovine IAP, CDP-star luminescence; purified bovine IAP, 30 min; inhibition, % at 20 µM; 190,000 tested, under 10 active;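 active means over 50% inhibition of intestinal alkaline phosphatase at 20 µM in the single-dose screen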
#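 Assay system: bovine IAP enzyme; medium: DEA buffer 100 mM, pH 9.8, with MgCl2 1.0 mM, ZnCl2 0.02 mM; doses: 20 µM single dose; incubation: enzyme reaction for 30 min at room temperature; detection: CDP-star luminescence signal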
# L major viab = Leishmania major promastigote growth inhibition, primary screen; Leishmania major promastigotes, resazurin fluorescence viability; inhibition, % at 10 µM; 9% of 200,000 active; AID 1063, 2008; in the data active means inhibition above about 50%;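 further: promastigotes grown with compound for 44 hours at 28 °C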
# Diaph act CS = compounds boosting diaphorase resazurin reduction – biochemical, uHTS, resorufin fluorescence, counter-screen for diaphorase-coupled primary assays, primary screen; 0.005% of 190,000 active; Diaphorase/resazurin coupled assay, 16 min; stronger effect = higher value; 1 = vehicle wells, 0 = NADH-free wells; activation factor at 20 µM; AID 1229, 2008;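 active means diaphorase activity raised at least twofold by the compound at 20 µM; inactive means activation factor below 2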
#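 Material: Purified diaphorase enzyme from Clostridium kluyveri | Buffer or medium: 50 mM HEPES pH 7.4 with 4.542 mM MgCl2, 0.005% Tween 20 | Times: 16 min enzyme reaction, ambient temperature | Signal: Red resorufin fluorescence at 544/590 nm excitation/emission | Measure: Increased resorufin signal from activators or reducing compounds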
# * hit, by the source's call; . = no result given.
SMILES,PMI act,bIAP inhibitor,TNAP inh no acc,Diaph act CS,Diaph inh CS,TNAP act hi DEA,PMI act hi M6P,L major viab,TNAP inh hiacc,bIAP activator
O=P(O)(CCc1ccccn1)CN1CCCCC1,1.1,10,-9,0.9,12,1,1,-3,-3,0.9
CCN1CCCC1CNCc1ccccc1OCc1ccc(F)cc1 (centres undefined),1.1,-4,-9,0.9,6,1.1,1.1,100*,-6,1
Cc1ccccc1-c1nc(CS(=O)CC(=O)NCCN2CCOCC2)c(C)o1 (centres undefined),1,-6,-13,0.9,7,1,1,-6,-2,1.1
CC12CCC(C(=O)Nc3ccc4c(c3)OCCO4)(OC1=O)C2(C)C (centres undefined),1,0,-11,0.9,7,1,1,-5,-3,1
CCn1c(C)nc2cc(C(=O)NNS(=O)(=O)c3ccc(C)c(C)c3)ccc21,1,-7,-3,0.8,18,1,1,-3,2,1.1
COc1ccc(N2CCN(C(CNC(=O)c3ccc4c(c3)OCO4)c3ccco3)CC2)cc1 (centres undefined),1.1,-16,-10,1,-3,1,0.9,5,-3,1.2
CC(C)(C)C(=O)Nc1ccc(S(=O)(=O)c2ccc(NC(=O)C(C)(C)C)cc2)cc1,0.9,3,-6,0.8,15,1,1,-2,-4,1
COc1ccccc1NC(=O)c1ccc(NC(=O)COC(=O)CCC2CCCC2)cc1,0.7,-5,3,0.8,24,1,0.8,-4,-3,1
O=C(NCCNCCO)c1c(O)c2cccc3c2n(c1=O)CCC3,0.8,-10,-6,0.9,12,1.1,0.8,13,-9,1.1
Cc1ccc2oc(=O)n(CCCOc3ccccc3)c2c1,1,14,-7,0.9,12,1,1,13,-3,0.9
C=CCNC(=O)/C=C/c1cccs1,0.9,-8,-5,0.9,10,1,0.9,-8,-3,1.1
CCN(CC)S(=O)(=O)c1cccc(NC(=O)COc2ccc(C#N)cc2OC)c1,0.9,12,-6,0.9,8,1,0.9,41,0,0.9
CC(C)Cn1cc(C(=O)NCCCN2CCCC2=O)c2c3ccccc3n(C)c2c1=O,0.9,-1,-10,0.7,26,1.1,0.9,4,-6,1
Cc1ccc2c(c1)c(CC(=O)Nc1ccc(F)cc1)c(C(=O)O)n2C,1,3,-18,0.8,19,1,1,-9,-5,1
CCCN1C(=O)C2(/C(=C(\O)c3ccc4c(c3)OCCO4)C(=O)C(=O)N2CCCOC)c2ccccc21 (centres undefined),0.9,-7,-8,0.9,9,1,1,-6,-2,1.1

# New compounds follow
SMILES,PMI act,bIAP inhibitor,TNAP inh no acc,Diaph act CS,Diaph inh CS,TNAP act hi DEA,PMI act hi M6P,L major viab,TNAP inh hiacc,bIAP activator
O=C(c1ccc(C23CC4CC(CC(C4)C2)C3)o1)N1CCOCC1,1,6,-14,0.9,10,1.1,1,4,-6,0.9
CCOC(=O)c1cnc(SC)nc1Sc1ccccc1Cl,0.9,15,-11,0.8,20,1,0.9,-4,-5,0.8
COC(=O)c1cc(NS(=O)(=O)c2ccc(NCc3cccnc3)c([N+](=O)[O-])c2)cc(C(=O)OC)c1,1,45,-5,0.9,13,0.9,1,-9,8,0.6
Cc1[nH]c2ccccc2c1/C=N/NC(=O)c1cccc([N+](=O)[O-])c1,1,-6,-7,0.9,12,1,0.9,28,-1,1.1
O=C(NC1CCCCC1)C1c2ccccc2C(=O)N1Cc1ccco1 (centres undefined),1,0,-8,1,2,1,1,-6,-3,1
Cc1ccc(-c2c(C(=O)O)c(C(=O)O)c3n2CCC3)cc1,1.1,0,-8,1,4,1,1.1,-5,-3,1
COc1cc2c(cc1NC(=O)C(C)OC(=O)c1ccc(S(=O)(=O)Nc3ccccc3Cl)cc1)oc1ccccc12 (centres undefined),1,2,0,1.1,-11,1.1,1.1,14,-11,1
CC(NC(=O)c1ccco1)C(=O)N1CCc2ccccc2C1 (centres undefined),1,4,-9,0.9,6,1,1,-2,-4,1
N#C/C(=C\c1ccco1)C(=O)NCc1ccccc1,1,-3,-14,0.9,8,1,1,-5,1,1
CCOC(=O)c1c(=O)n(O)c2ccc(C)cc2[n+]1[O-],0.9,17,0,0.7,30,0.9,0.8,-1,5,0.8
S=C(Nc1ccc2nc(-c3ccccn3)c(-c3ccccn3)nc2c1)N1CCOCC1,1.1,5,-7,0.5,51*,1,1.1,0,0,0.9
Cc1cc(=O)oc(C)c1C(=O)NCCCN1CCN(c2ccccc2F)CC1,0.9,0,-7,0.9,8,1,0.9,6,-1,1
COc1cccc2cc(C(C)N(CCCN3CCOCC3)C(=S)Nc3ccc(C)cc3)oc12 (centres undefined),1,-1,-12,1,4,1,1,19,-3,1
O=C(O)CN1C(=O)CCS(=O)c2ccccc21 (centres undefined),0.9,11,-8,0.9,14,1,0.9,-3,-1,0.9
CCOC(=O)C1(Cc2ccccc2)CCCN(C2CCCC2)C1 (centres undefined),1,-2,-10,0.9,7,1.1,1,76*,-8,1

# Later entries.
SMILES,PMI act,bIAP inhibitor,TNAP inh no acc,Diaph act CS,Diaph inh CS,TNAP act hi DEA,PMI act hi M6P,L major viab,TNAP inh hiacc,bIAP activator
COc1ccccc1NC(=O)c1nnn(Cc2ccccc2)c1NC(=O)C(F)(F)F,1,7,-16,0.9,12,1,0.8,4,3,0.9
CCOC(=O)c1sc2ccc(S(=O)(=O)N3CCOCC3)cc2c1N,1,3,-12,0.8,21,1.1,0.9,-1,-6,1
FC(F)(F)c1nnc2ccc(N3CCCCCC3)nn12,1,9,-14,0.9,10,1.1,1,1,-7,0.9
CC1CCN(c2c(NCC3CCC(C(=O)N4CCCC(C)C4)CC3)c(=O)c2=O)CC1 (centres undefined),1,-12,-22,0.9,6,1.1,1,-7,-8,1.1
Cc1ccc(CNC(=O)CCc2nnc(Cc3ccc(-c4ccccc4)cc3)o2)o1,1.1,-16,-11,1,-4,1.1,1.1,-6,-6,1.2
COc1ccc(Cl)cc1Nc1nc(C)cc(=O)[nH]1,0.9,-4,-6,0.9,11,1,0.9,1,2,1
Cc1noc(/C=C/N(C)C)c1S(=O)(=O)N(C)CC(=O)N1CCc2ccccc21,0.9,5,-12,0.9,12,1,1,4,-3,1
N=c1c2c(-c3ccccc3)c(-c3ccccc3)n(Cc3ccccc3)c2ncn1CCO,1.1,-17,1,1.2,-23,1.1,1.1,100*,-9,1.2
CCOc1cc2[nH]c(=O)n(CCCC(=O)NCc3ccc(OC)cc3)c(=O)c2cc1OCC,0.9,6,-6,1,-3,1,1,-7,2,0.9
O=S(=O)(c1ccccc1)c1nc(-c2cccs2)oc1NCCCn1ccnc1,1,4,-2,1.1,-6,1,1.1,48,-4,1
COC(=O)c1ccc(OCC2c3cc(OC)c(OC)cc3CCN2C(=O)C2CC2)cc1 (centres undefined),0.8,-21,-7,0.9,14,1,0.6,39,-3,1.2
CCOC(=O)CSC1=Nc2ccccc2C2=NC(CC(=O)NCc3cccs3)C(=O)N12 (centres undefined),0.9,7,-4,0.9,14,1,0.9,26,1,0.9
CCS(=O)(=O)N1CCN(c2ccccn2)CC1,1.1,20,-20,0.9,7,1,1,92*,-2,0.8
CC(=O)Nc1cc(Cl)c(N=Cc2ccc(O)cc2O)cc1Cl,0.8,-2,-3,0.6,36,0.9,0.4,6,6,1
CCOC(=O)COc1c(/C=N\OC)cc(Cl)cc1OC,1.1,-9,-4,1,4,1,0.9,-4,1,1.1

# Additional results
SMILES,PMI act,bIAP inhibitor,TNAP inh no acc,Diaph act CS,Diaph inh CS,TNAP act hi DEA,PMI act hi M6P,L major viab,TNAP inh hiacc,bIAP activator
Cc1cc(OCCOc2cccc3cccnc23)cc(C)c1Cl,0.9,12,-15,0.9,8,1,0.9,-2,-2,0.9
Cc1ccc(N=Nc2c(C)[nH]n(-c3ccccc3)c2=O)c(C)c1,.,1,3,.,.,0.9,.,-7,15,1
Brc1cccc(-c2nnc3n2CCCCC3)c1,0.9,3,-8,0.9,13,1,0.9,-3,-3,1
Cc1ccnc(NC(=O)c2ccc(Cl)cc2Cl)n1,0.9,-4,-4,1,-1,1,0.9,-4,-4,1
CCOC(=O)c1cnn(-c2ccc(C)cc2)c1N,1,11,-20,0.9,9,1,1,-2,-1,0.9
Cc1nc(-c2ccc(C(=O)N3CCCC3)cc2)cs1,1,6,-6,0.9,8,1,1,-2,2,0.9
Fc1ccc(C(CNC(=S)NC2CCCCC2)N2CCOCC2)cc1 (centres undefined),1.1,24,0,0.9,12,1,1.1,5,-5,0.8
CC(C)C(=O)Nc1ccc(C(=O)NNC(=S)NC(=O)c2cccs2)cc1,1,27,-114,0.7,34,1,1.2,-4,-5,0.7
COc1ccc(NC(=O)C(C)N(c2ccc(C)cc2)S(C)(=O)=O)cc1 (centres undefined),0.9,-2,7,0.9,13,1,0.9,-8,0,1
CCOC(=O)c1cc2c(=O)[nH]ccc2nc1C,1.1,1,-9,1,-2,1,1.1,0,-4,1
Cc1ccc(S(=O)(=O)n2c([N+](=O)[O-])cnc2C)c(C)c1C,1.1,-8,-3,0.9,6,0.9,1.2,-4,6,1.1
CC(C)Oc1ccc(C(CC(=O)O)NC(=O)CSc2ncn[nH]2)cc1 (centres undefined),1,4,-3,0.9,13,1,1,-8,0,1
O=c1[nH]c(CSc2nnc(COc3ccccc3)n2-c2ccccc2)nc2ccccc12,1,8,26,0.8,21,1,1.2,4,-5,0.9
O=C(Nc1ccc(-c2nnn(CC(=O)N3CCN(C(=O)c4ccco4)CC3)n2)cc1)c1ccc(F)cc1,1,-8,-9,0.9,7,1,1,-1,-1,1.1
CCN1CCN(C(=O)Cn2ncc3c2-c2ccccc2OC3)CC1,1.1,4,4,0.9,14,1.1,1,-4,-10,1

# One compound at a time, from the list above. Values in the order: PMI act, bIAP inhibitor, TNAP inh no acc, Diaph act CS, Diaph inh CS, TNAP act hi DEA, PMI act hi M6P, L major viab, TNAP inh hiacc, bIAP activator
# CCN1CCN(C(=O)Cn2ncc3c2-c2ccccc2OC3)CC1 is entered as 1.1, 4, 4, 0.9, 14, 1.1, 1, -4, -10, 1
# Cc1nc(-c2ccc(C(=O)N3CCCC3)cc2)cs1 is entered as 1, 6, -6, 0.9, 8, 1, 1, -2, 2, 0.9
